# Bioassay records from PubChem.
# FLuc inhib CS: firefly luciferase enzyme inhibitors, primary screen, artefact control for luciferase-based inhibitor screens, biochemical, luminescence, ATPLite; Luciferin 4-monooxygenase (Photinus pyralis), P08659; 10 min; inhibition, % at 10 µM; actives 1.5% (n = 200,000); AID 1006, 2008;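 active = inhibition above about 50% when tested at 10 µM, limit read from the data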
# Target sequence (P08659 whole entry, looked up): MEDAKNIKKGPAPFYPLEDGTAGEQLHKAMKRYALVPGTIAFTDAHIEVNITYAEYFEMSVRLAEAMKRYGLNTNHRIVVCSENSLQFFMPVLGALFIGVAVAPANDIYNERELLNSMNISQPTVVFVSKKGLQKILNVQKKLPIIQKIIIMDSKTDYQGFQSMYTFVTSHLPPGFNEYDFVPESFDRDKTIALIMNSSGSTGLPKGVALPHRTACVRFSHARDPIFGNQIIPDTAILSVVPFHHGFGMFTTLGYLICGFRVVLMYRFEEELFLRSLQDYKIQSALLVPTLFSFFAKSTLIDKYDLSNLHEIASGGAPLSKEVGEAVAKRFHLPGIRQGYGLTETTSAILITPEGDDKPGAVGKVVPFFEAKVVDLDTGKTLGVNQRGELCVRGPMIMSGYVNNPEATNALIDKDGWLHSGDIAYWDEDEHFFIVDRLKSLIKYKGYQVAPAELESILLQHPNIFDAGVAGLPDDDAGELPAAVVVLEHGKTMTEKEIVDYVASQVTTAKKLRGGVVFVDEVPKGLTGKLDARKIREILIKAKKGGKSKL
# PMI act: activators of human PMI, primary screen, biochemical, fluorescence intensity, near-Km mannose 6-phosphate. purified human PMI, coupled resazurin fluorescence, 20 min; hits give high values; 1 = vehicle control, 0 substrate-free wells. AID 1214, 2008. actives 0.005% (n = 190,000). activation factor at 20 µM;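 active = activation factor of 2 or more at 20 µM, relative to plate controls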
# Target sequence (P34949 whole entry, looked up): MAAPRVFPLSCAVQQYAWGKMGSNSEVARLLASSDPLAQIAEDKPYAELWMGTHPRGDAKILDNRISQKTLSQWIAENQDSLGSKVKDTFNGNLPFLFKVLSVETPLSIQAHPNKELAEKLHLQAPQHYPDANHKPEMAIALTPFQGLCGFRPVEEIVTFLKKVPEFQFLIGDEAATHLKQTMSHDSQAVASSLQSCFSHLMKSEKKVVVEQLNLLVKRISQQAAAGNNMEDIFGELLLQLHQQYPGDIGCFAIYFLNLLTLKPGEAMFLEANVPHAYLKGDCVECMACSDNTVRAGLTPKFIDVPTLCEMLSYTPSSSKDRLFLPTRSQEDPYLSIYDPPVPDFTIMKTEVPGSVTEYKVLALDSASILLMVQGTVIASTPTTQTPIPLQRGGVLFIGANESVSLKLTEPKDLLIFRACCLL
# TNAP inh hi DEA: human TNAP enzyme inhibitors, primary screen, biochemical, luminescent, high phosphate acceptor level, uHTS. Alkaline phosphatase, tissue-nonspecific isozyme (Homo sapiens), P05186. purified TNAP, CDP-star luminescence, 1 M DEA. inhibition, % at 20 µM. actives 0.03% (n = 200,000);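 active = over 50% inhibition of tissue-nonspecific alkaline phosphatase at 20 µM in the single-dose screen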;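 note: plate controls were DMSO wells for no effect and EDTA-quenched wells as full inhibition for full effect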
# FLuc act counter: FLuc activators, initial screening, artefact control for FLuc-dependent activation tests, biochemical, ATPlite luminescence. Luciferin 4-monooxygenase (Photinus pyralis), P08659. ATPlite luciferase biochemical, 10 min; 0 = ATP-free wells, 1 = DMSO control. activation factor at 10 µM. 200,000 tested, under 10 active. AID 1027, 2008;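 active = luciferase activation factor, scaled between plate controls, of at least 2 with compound at 10 µM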
#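 Assay system: Luciferase/luciferin detection reagent, cell-free biochemical luciferase assay / Also added: ATP substrate / Schedule: 10 min at ambient temperature / Measured by: luminescence measurement of luciferase light output / Benchmarks: low control with PBS replacing ATP, high control enzyme plus ATP without compound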
# PMI act hi M6P: human PMI activators, high substrate, primary screen, biochemical, fluorescence intensity, near-saturating mannose 6-phosphate. actives 0.34% (n = 190,000). coupled PMI enzyme assay, resazurin fluorescence, 20 min; hits give high values; 1 = untreated enzyme, 0 = substrate-free blank. Mannose-6-phosphate isomerase (Homo sapiens), P34949. AID 1216, 2008. activation factor at 20 µM;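 active = activation factor of 2 or more at 20 µM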
#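 Material: human phosphomannose isomerase with PGI, G6PDH, diaphorase coupling enzymes; amount: PMI at 15 ng/mL final; also added: Mannose-6-phosphate 1.0 mM (near-saturating) plus 0.22 mM NADP+; incubation: enzyme reaction with compound 20 min at room temperature; signal: resorufin fluorescence (Ex 544/Em 590 nm) from resazurin via diaphorase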
# bIAP act: bovine intestinal alkaline phosphatase activators, primary screen, biochemical, bovine IAP, CDP-star luminescence; AID 1016, 2008; purified bovine IAP, 30 min; hits give high values; fold of DMSO-control signal, blank-subtracted; activation factor at 20 µM; alkaline phosphatase, intestinal [Bos taurus]; actives 0.17% (n = 200,000);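 active = activation factor of 2 or more at 20 µM, a signal rise over negative controls twice the positive control's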
# TNAP act hiacc: TNAP activators at high phosphate acceptor level, primary screen, biochemical, luminescence, uHTS; activation factor at 20 µM; purified TNAP, CDP-star luminescence, 1 M DEA, 30 min; hits give high values; 0 = EDTA background, 1 = DMSO-only activity; Alkaline phosphatase, tissue-nonspecific isozyme (Homo sapiens), P05186; 200,000 tested, under 10 active;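 active = activation factor at least 2 at 20 µM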
#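 Control set: EDTA negative control, DMSO positive control / Assay system: human TNAP / Quantity: TNAP 1/800 final / Evaluation: TNAP activation factor scaled between EDTA and DMSO control wells / Measured by: luminescent substrate turnover signal / Compound dosing: one dose, 20 µM / Times: 30 min enzyme reaction at room temperature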
# NF-kB expr up: activators of NF-kB expression in neurons, primary screen, cell-based, HTS; actives 1.6% (n = 190,000); human neuronal cells, NF-kB reporter expression; hits give high values; fold change at 12.5 µM; in the data active = fold change above about 3.3
# TNAP inh no acc: human TNAP enzyme inhibitors, primary screen, biochemical, luminescent, no phosphate acceptor, uHTS. Alkaline phosphatase, tissue-nonspecific isozyme (Homo sapiens), P05186. purified TNAP, CDP-star luminescence, 30 min. inhibition, % at 20 µM. actives 0.26% (n = 200,000). AID 1012, 2008;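 active = tissue-nonspecific alkaline phosphatase inhibition above about 50% at 20 µM in the single-dose screen, limit read from the data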;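 note: 0% = DMSO negative control and 100% = EDTA positive control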
# APP 5'UTR act: activators of APP 5'UTR luciferase reporter, primary screen, SH-SY5Y cells | SH-SY5Y APP 5'UTR luciferase reporter, luminescence; zero percent = DMSO vehicle wells | actives 1% (n = 190,000) | AID 1276, 2008 | activation, % at 2 µM;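 active = activation above a set limit, based on mean plus 3 SD of controls, cut at about 140% in these data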; note: values of inactives mirror those of a sister screen read the other way
# An asterisk follows results filed as active; · = not tested or not shown; & = joins results of further samples.
SMILES,FLuc inhib CS,PMI act,TNAP inh hi DEA,FLuc act counter,PMI act hi M6P,bIAP act,TNAP act hiacc,NF-kB expr up,TNAP inh no acc,APP 5'UTR act
CN1CCN(CCNC(=O)c2cc3c(=O)n(C)c4ccccc4c3n2C)CC1,-2,0.9,1,1,0.9,1.1,1,1.4,-10,15
Cc1cc(N2C(=O)NC(=O)CC2C)c(C)cc1C(C)C (stereo not drawn),-8,1,0,1.1,1,0.9,1,1.1,-2,3
CC1CCCN(CCCNC(=O)CCn2nc(-c3ccccc3)ccc2=O)C1 (stereo not drawn),-4,1,-5,1,1,1.1,1,1,-12,19
CCc1cccc(OCCn2ccnc2)c1,5,1.1,3,0.9,1.2,1,1,1.4,3,-3
O=C(c1cc(COc2ccc3ncccc3c2)on1)N1CCC(O)CC1,-7,1,-7,1.1,1,0.9,1.1,1.5,-11,4
Cc1ccccc1C(=O)Nc1nnc(-c2ccc(F)cc2)o1,3,1,-5,1,1,0.9,1.1,0.91,-14,-5
CS(=O)(=O)N(CC(=O)Nc1ccccc1C(=O)N1CCOCC1)c1ccc2c(c1)OCO2,-3,0.9,-7,1,1,1,1.1,1.2,-10,5
Cc1cccc(NCCNc2cccc(C)c2)c1,-4,0.7,-3,1,0.6,1,1,1.8,-10,-3
COCCCn1c(C)nnc1SCC(=O)NCc1ccco1,-3,1,0,1,1,0.7,1,·,-6,11
CCOC(=O)N1CCN(C(=O)CSc2ccc(-c3cccc(OC)c3)nn2)CC1,2,1.1,-2,1,1.1,1.2,1,0.82,-10,2
COc1cccc(-c2noc(CCCC(=O)Nc3ccc(C(N)=O)cc3)n2)c1,-2,1,0,1,0.9,0.9,1,1.3,-6,14
O=C(O)C1C2CC3C(OC(=O)C31)C2Cl (stereo not drawn),-6,1.1,-4,1.1,1.1,1,1,0.97,-9,9
Cc1ccc(S(=O)(=O)N[C@H](C(=O)N2CCC3(O)CCCCC3C2)c2ccccc2)cc1 (stereo partly drawn),-4,1,0,1,1,1.1,1,0.8,-4,2
O=c1c2ccc([N+](=O)[O-])cc2ncn1CCOc1cccc(Br)c1,-4,1.2,-2,1,0.9,1,1,1.2,-2,-10
O=C(Nc1cccc2ncccc12)c1cccnc1,-2,1,-8,1,0.8,1,1.1,0.98,-4,1
Cc1ccc(S(=O)(=O)NCCCN2CCOCC2)cc1C,-2,1,-4,1,1,1,1,1.4,-14,3
CC(=O)c1ccccc1NC(=O)CC1(CC(=O)O)CCCCC1,-6,1.1,-5,1.1,1.1,0.9,1.1,1.2,-7,-11
O=C1c2ccccc2S(=O)(=O)N1Cc1cc(=O)n2ccsc2n1,-3,1,-9,1,1,1,1.1,0.97,-4,7
CCCn1c(SCC(=O)Nc2nnc(-c3ccccc3)s2)nnc1-c1ccccn1,10,0.9,2,0.9,1,1,1,1.2,-1,1
O=C(NCc1ccccc1Cl)c1ccc(Br)o1,-2,1,-3,1,1,1,1,1.2,-3,3
CCCCS(=O)CC(O)COc1ccc(C(C)(C)C)cc1 (stereo not drawn),1,1,-5,1,1,1.1,1,0.93,-9,5
COc1cc(C)c(NC(=S)NCCCN2CCOCC2)cc1OC,-7,0.9,-6,1.1,0.9,1,1.1,1.2,-2,21
Cc1cc(C)c2nc(-c3ccccn3)cc(C(=O)NCCc3ccc(S(N)(=O)=O)cc3)c2c1,-1,1.2,1,1,1,1,1,0.96,0,26
O=C(c1ccccc1)N1CCN(C(=O)c2ccc([N+](=O)[O-])cc2)CC1,4,1,3,1,1,0.9,1,0.96,-12,17

# Overlap with the part before: five compounds, then new ones.
SMILES,FLuc inhib CS,PMI act,TNAP inh hi DEA,FLuc act counter,PMI act hi M6P,bIAP act,TNAP act hiacc,NF-kB expr up,TNAP inh no acc,APP 5'UTR act
O=C(NCc1ccccc1Cl)c1ccc(Br)o1,-2,1,-3,1,1,1,1,1.2,-3,3
CCCCS(=O)CC(O)COc1ccc(C(C)(C)C)cc1 (stereo not drawn),1,1,-5,1,1,1.1,1,0.93,-9,5
COc1cc(C)c(NC(=S)NCCCN2CCOCC2)cc1OC,-7,0.9,-6,1.1,0.9,1,1.1,1.2,-2,21
Cc1cc(C)c2nc(-c3ccccn3)cc(C(=O)NCCc3ccc(S(N)(=O)=O)cc3)c2c1,-1,1.2,1,1,1,1,1,0.96,0,26
O=C(c1ccccc1)N1CCN(C(=O)c2ccc([N+](=O)[O-])cc2)CC1,4,1,3,1,1,0.9,1,0.96,-12,17
O=C(Cn1cc(C(=O)C(F)(F)F)c2ccccc21)NCc1ccco1,0,1,-7,1,1,0.9,1.1,1.4,-8,8
O=C(Nc1nc(-c2ccccc2)ns1)c1cccs1,16,0.8,0,0.8,0.9,0.9,1,1.6,-7,49
O=C(CN1C(=O)c2ccccc2S1(=O)=O)NC1CCCCCC1,-5,0.9,-2,1,0.9,0.8,1,1.4,-10,16
Cc1cc(NC(=O)c2cccs2)ncc1NC(=O)c1cccc(F)c1,-2,1,-5,1,0.8,1,1.1,1.4,0,70
Cc1cc(C)c(S(=O)(=O)Nc2ccc(O)c(Sc3ncn[nH]3)c2)c(C)c1,-5,0.9,1,1,0.9,1,1,0.91,72*,-5
Cc1ccnc(NC(=O)c2ccc(Cl)c(NC(=O)CCc3ccccc3)c2)c1,5,0.9,-4,0.9,1,1,1,1.4,-5,16
Cn1c(=O)c2c(nc(SCc3nn[nH]n3)n2Cc2ccccc2F)n(C)c1=O,6,1.3,1,0.9,1.4,0.9,1,1.1,-5,-30
N#Cc1c(N)oc(-c2ccc3c(c2)OCO3)c1-c1ccc2c(c1)OCO2,-8,0.9,-3,1.1,0.9,0.7,1,1.8,5,14
O=C(C1CCN(S(=O)(=O)c2cnc[nH]2)CC1)N(CCc1ccccc1)Cc1ccccc1,-4,0.9,0,1,0.9,1.4,1,·,-12,-8
Nc1c(C(=O)NCc2ccccc2)c2nc3ccccc3nc2n1-c1ccc2c(c1)OCO2,-2,0.7,2,1,0.8,1.3,1,1.3,-25,6
CC(C)c1nnc(NC(=O)CCCC(=O)O)s1,-2,1,-2,1,1,1,1,0.94,-6,4
CN(C)CC1(c2ccccc2)CCCC1,-4,1,-3,1,1,1,1,1.1,-5,-9
CCn1nccc1C(=O)Nc1cc(Cl)cc(Cl)c1,-5,0.9,-3,1,0.9,1.2,1,1.4,-4,-2
CN1/C(=C\C(=O)CN2C(=O)NC3(CCCCCC3)C2=O)C(C)(C)c2ccccc21,-6,1.1,-3,1.1,1.2,0.9,1,0.55,-25,-16
O=c1oc(Nc2cccc(Cl)c2)nc2ccccc12,-1,1,-7,1,1,0.8,1.1,2.4,-10,71
CSCCC1Nc2ccc(S(=O)(=O)N3CCOCC3)cc2NC1=O (stereo not drawn),-4,1.9,-4,1,2.6*,0.9,1,1.2,-10,7
Cc1ccc(Nc2nnc(SCc3cc(=O)n4cc(C)ccc4n3)s2)cc1,-8,1,-4,1.1,1,1.1,1,0.83,16,1
CCc1ccc(S(=O)(=O)NCc2cn3ccccc3n2)s1,-2,1,-5,1,1.1,1.1,1.1,1.1,-11,14
Cc1cc(C(=O)N/N=C\C(Br)=C\c2ccccc2)c(C)o1,23,1.2,2,0.8,1.1,0.9,1,1.3,-3,10
Cc1ccc(C(=O)C[n+]2cc(-c3ccccc3)n3c2CCCCC3)cc1,-8&-6,1.1&1,-8&-3,1.1&1.1,1.1&1,1.5&0.9,1.1&1,1.4&0.8,-9&-13,-11&-11
CCn1nnc(NC(=O)c2ccc([N+](=O)[O-])o2)n1,-4,1,-7,1,1,1.4,1.1,1.9,-17,5
C=COCCNC(=O)Nc1ccc(Cl)c(Cl)c1,2,0.9,-4,1,1,1.2,1,1.3,-14,34
Cc1ccc(C(=O)NC(NC(=O)c2ccc(C)cc2)C(Cl)Cl)cc1,-10,1,-12,1.1,1.1,0.7,1.1,1.3,-7,7
COc1cc(C=O)ccc1Oc1cnccn1,-9,1,-6,1.1,1,1,1.1,1.1,-10,12
COc1ccc2[nH]c(=O)c(CN(CCO)C(=O)c3ccccc3F)cc2c1,-7,0.9,1,1.1,0.9,1,1,1,-7,17
Cc1ccc(C(=O)N2CCCC(CCC(=O)N3CCN(c4ccccn4)CC3)C2)s1 (stereo not drawn),-2,1,-4,1,1,1,1,0.85,-9,-9
O=C(COC(=O)c1ccccc1C(=O)N1CCN(c2ccccc2)CC1)Nc1ccc(F)cc1,-11,1,-4,1.1,1,0.9,1,0.83,-1,-4
CCOc1ccc(Nc2nc3ccccc3n3nnnc23)cc1,-1,1.1,-9,1,1.1,1,1.1,1.1,7,50
CCOC(=O)C1=C(c2ccccc2)NC(=O)NC1c1ccc(OCC#N)c(OC)c1 (stereo not drawn),2,1,-2,1,1,1,1,1.3,-6,8
N#Cc1c(N2CCN(C(=O)c3ccccc3)CC2)nc(-c2ccccc2)c2c1CCCC2,-9,0.9,-10,1.1,0.9,1,1.1,0.82,-3,-9
Cc1ccccc1-n1nnnc1-c1ccccc1,-9,1,-7,1.1,0.9,0.9,1.1,1.1,-2,-3
O=C(CSc1nc2ccccc2c(=O)n1CC1CCCO1)NCc1ccc2c(c1)OCO2 (stereo not drawn),-2,0.9,-3,1,1,1,1,1.1,-19,20
Cn1c(SCC(=O)NC(=O)NCc2ccco2)nnc1-c1ccccc1,0,0.9,0,1,1,1,1,1.1,-8,8
CC(Sc1ncc(C#N)c(N)n1)C(=O)Nc1ccccc1 (stereo not drawn),-4,0.9,-3,1,0.9,0.9,1,0.94,3,-7
O=C(/C=C/c1ccccc1)N/C(=C/c1ccccc1)C(=O)N1CCCCC1,-4,1,-4,1,1,0.9,1,1,-10,22
CCOCCCn1c(=S)[nH]c2cc3c(cc2c1=O)OCO3,-10,0.9,-4,1.1,0.8,0.9,1,1.2,-9,22
CSC1=NCCN1C(=O)c1ccc(C)cc1,3,0.9,-5,1,0.9,1,1,1.4,-12,5
Nc1nc(N2CCOCC2)nc2ccccc12,-3,0.9,-1,1,1,0.9,1,1.2,-9,11
